Platelet DG rel: inhibitors of platelet dense granule secretion, primary screen, cell-based, MLPCN, human platelets; human platelet-rich plasma, SFLLRN dense granule ATP release, luminescence; inhibition, %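 (compounds screened at 7.5 µM in platelet-rich plasma)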; hit rate 0.22% among 300,000; AID 1663, 2009;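 active means mean replicate score, as percent of positive control, at or above 50; inconclusive means mean below 50 but at least one replicate at or above 50; inactive means mean and every replicate below 50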
HSF1 inhib: HSF1 inhibitors in luciferase reporter cells, primary screen, cell-based, NIH3T3, luminescence | NIH3T3-HGL HSE-luciferase, MG132-induced, luminescence 8 h; active compounds read low | activity change, negative = inhibition, % at 7.5 µM (by protocol) | hit rate 0.77% among 300,000;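 active means more than half of replicate wells show activity change below -50%, luminescence cut by over half; inconclusive means some wells, but at most half, below -50%; inactive means no replicate well below -50%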;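 further: luciferase reports HSF-1 transcriptional activity via heat shock element; 0% = median of DMSO wells and -100% = zero luminescence signal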
HSF1 activator: HSF-1 activators, primary screen, NIH3T3-HGL cells, MG132 stress, luminescence, single point. NIH3T3-HGL HSF-1 luciferase reporter, 8 h; 100% = twice DMSO control signal. activation, % at 9 µM. hit rate 1.7% among 300,000. AID 504408, 2011;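 active means mean replicate activation of at least 50% with a set share of replicates each reaching 50%; inconclusive means only one of those two conditions met; inactive means mean below 50% and too few replicates reaching it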;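 further: 0% = median of the neutral control wells and 100% = twice that signal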
HSP90 refold inh: HSP90 inhibitors, primary screen, cell lysate, luminescence | hit rate 0.91% among 290,000 | AID 1789, 2009 | inhibition, % at 5.6 µM | Rabbit reticulocyte lysate, luciferase refolding luminescence, 3 h;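 active means inhibition above the screen-wide mean plus 3 SD, computed separately per campaign, cut at about 16% in these data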;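 further: 0% = DMSO wells and 100% = 60 µM geldanamycin wells; inhibitors lower the luminescence because luciferase stays unfolded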
KLF5 inh: KLF5 expression inhibitors, primary screen, DLD-1 cells, luminescence; DLD-1 KLF5 promoter-luciferase reporter; inhibition, % at 5 µM; hit rate 0.23% among 290,000; AID 1700, 2009;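 active means inhibition above a per-plate limit of that plate's mean compound inhibition plus 3 SD, cut at about 60% in these data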;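 further: 0% = DMSO wells and 100% = LY294002 at 200 µM; higher means less KLF5 promoter-driven luciferase light; inactives centre near -14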
HIF activator: HIF pathway transcriptional activators, primary screen, cell-based, U2OS HRE-luciferase, luminescence; activation, % at 7.5 µM (by protocol); U2OS HRE-luciferase reporter; normalized: DMSO 0%, desferrioxamine 100%; hit rate 0.32% among 300,000; AID 1910, 2009;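 active means mean activation of at least 10% of the iron chelator positive control signal, with at least half of replicates also reaching 10%; inconclusive means mean and replicate majority disagree about reaching 10%; inactive means mean and most replicates under 10%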
IEC-6 cytotox: cytotoxicity in IEC-6 intestinal epithelial cells, primary screen, cytotoxicity control for KLF5 inhibitor project, cell-based, luminescence | IEC-6 cytotoxicity, luminescence viability | inhibition, % at 5 µM | hit rate 0.78% among 290,000; in the data active means inhibition above about 22%;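 further: 0% = plate median of test compound wells and 100% = cytotoxic reference compound wells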
AI-2 QS mod: Vibrio harveyi AI-2 quorum sensing modulators, primary screen, JMH597 strain, luminescence/OD600 ratio | hit rate 0.4% among 300,000 | activity change, % at 7.5 µM | Vibrio harveyi JMH597 AI-2 luminescence/OD600 ratio, 9 h; active compounds read low; strain lacks LuxN and CqsS sensors; 0 = neutral-control median; in the data active means activity change below about -75%, passing the limit was not always enough; inconclusive means no clear call, values can overlap the other calls;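 further: luminescence divided by OD600 gain over 9 h not by final OD600 alone; inactives centre near 13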
SKKanGAS inh: S. pyogenes SKKanGAS growth inhibitors in kanamycin, primary screen, streptokinase expression inhibitor project, SKKanGAS strain, BacTiter-Glo luminescence. 6 h. inhibition, % at 7.5 µM. hit rate 1.3% among 300,000;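 active means mean replicate score, as percent of positive control median, at least 50; inconclusive means mean below 50 but one replicate at or above 50; inactive means mean and every replicate below 50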;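 further: strain carries kanamycin resistance gene driven by streptokinase promoter and grows in 40 µg/ml kanamycin; loss of luminescence reflects streptokinase promoter inhibition or plain growth inhibition; 0% = median of DMSO wells and 100% = positive control at its reference dose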
aSyn UTR inh: MLPCN primary screen, SNCA 5' untranslated region; AID 1813, 2009; inhibition, % (tested at 7.5 µM); hit rate 0.82% among 300,000; alpha-synuclein 5'UTR reporter, inhibitor activity; in the data active means inhibition above about 60%; inconclusive means no clear call, values can overlap the other calls;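 further: H4 neuroglioblastoma cells stably carrying SNCA 5'UTR luciferase fusion; 0% = DMSO wells and 100% = positive control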
An asterisk follows results filed as active; ? = inconclusive; / = no result given.

smiles	Platelet DG rel	HSF1 inhib	HSF1 activator	HSP90 refold inh	KLF5 inh	HIF activator	IEC-6 cytotox	AI-2 QS mod	SKKanGAS inh	aSyn UTR inh
O=C1Nc2ccc(Br)cc2C1(O)c1ccc(F)cc1 (stereo unspecified)	-1	-3	7	-1	-22	-1.7	7	7	-5	1
Cc1oc(C)c(C(=O)Nc2ccc(CC(=O)O)cc2)c1C(=O)Nc1ccc(CC(=O)O)cc1	2	-7	-5	0	-8	0.3	4	-3	-1	14
O=C(Nc1ccc(N2CCOCC2)c(Cl)c1)c1ccc(F)cc1	1	0	-3	-1	-87	3.5	3	484	-5	-140
COC(=O)C1=C[C@@H](C(=O)OC)C2C3=C(C(=O)C24CCCCC4)[C@H](C)n2c(=O)n(C)c(=O)n2[C@@H]3C1 (stereo partly specified)	1	-1	7	/	/	-0.9	/	18	-4	1
Cc1ccc(N(C)C(=O)CC(C)S(=O)(=O)c2ccc3c(c2)NC(=O)CO3)cc1 (stereo unspecified)	-9	4	31	-6	-17	-0.3	-5	17	-7	-28
Cc1ccc(S(=O)(=O)N2CCN(C)CC2)cc1[N+](=O)[O-]	11	4	-9	1	-34	-0.6	4	13	-4	15
Cc1ccc2[nH]c3c(=O)n(CCN4CCOCC4)cnc3c2c1	13	1	2	1	-33	0.7	3	18	-3	-56
O=C(COc1ccccc1)N1CCN(S(=O)(=O)Cc2ccccc2)CC1	9	-4	1	1	-23	-0.3	2	18	0	5
COc1ccc(/C=N/NC(=O)CCn2c3ccccc3c3ccccc32)cc1OC	-1	2	-5	-3	9	0.1	4	5	10	6
CCOc1ccc2nc(SCC(=O)NC3CCCc4ccccc43)sc2c1 (stereo unspecified)	-63	11	4	-2	1	-0.7	4	4	-3	-9
CC(=O)c1cccc(NC(=O)Nc2cnn(Cc3ccc(Cl)cc3Cl)c2)c1	-2	4	21	1	-19	-0.1	2	2	-1	8
Cc1ccc(C2=NN(S(=O)(=O)c3ccccc3)C(c3ccccc3O)C2)cc1 (stereo unspecified)	-2	21	?	5	-26	1.7	10	4	-18	-33
O=C(c1cc2ccccc2o1)N1CCN(c2cccc(Cl)c2)CC1	-15	-11	-24	1	-61	-0.2	3	17	2	-3
CC(C)NCC(=O)NC12CC3CC(CC(C3)C1)C2	-2	3	-5	0	-10	-0.6	4	18	-4	-7
CCC(C)(C)NC(=O)C(c1ccc(C)cc1)N(CCN1CCOCC1)C(=O)CNC(=O)c1cccs1 (stereo unspecified)	0	-3	1	3	-7	0.1	2	48	-1	2
CCn1cc(C(=O)NCCCOC)c2cc(OC)c(OC)cc2c1=O	0	-9	-1	3	-7	-0.7	-3	21	-7	-8
Cc1ccc2c(C)c(C(=O)Nc3nnc(C)s3)oc2c1	-3	-3	-11	0	-7	0.0	-1	21	-2	-37
Cc1ccc(C(=O)NCCc2ccc(S(N)(=O)=O)cc2)o1	-3	-1	0	2	9	0.2	-10	23	6	-3
CCOc1cc(-c2noc(CCC(=O)NC3CCCCC3)n2)ccc1OC	2	-4	-10	0	3	0.4	-6	24	0	3
CCc1ccc(NC(=O)c2ccc(NC(=O)C3CCCO3)cc2)cc1 (stereo unspecified)	3	0	12	-5	-81	0.6	1	21	-2	10
CCN1C(=O)/C(=C\N2CCCc3ccccc32)SC1=S	26	13	13	4	-6	0.7	3	16	6	-17
N=C1C(c2ccccc2)=C(O)CN1c1cccc(S(=O)(=O)N2CCCCC2)c1	9	-3	10	5	2	0.2	1	2	-1	8
CCCSc1nc2c(cnn2-c2ccc(Cl)cc2)c(=O)[nH]1	5	5	4	-3	-26	/	1	25	5	20
COc1ccc(S(=O)(=O)NCc2ccc(C(=O)NCCCN3CC(C)CC(C)C3)cc2)cc1 (stereo unspecified)	8	-5	-4	5	-6	0.4	17	-7	-5	-31
CCCCNC(=O)C1CCC(CNc2nc(=S)[nH]c3ccccc23)CC1 (stereo unspecified)	2	-4	-5	0	-1	1.0	-4	/	1	27
CC1CCN(Cc2ccc(-c3nnn(CC(=O)Nc4ccccc4Cl)n3)cc2)CC1	0	-3	0	1	5	-0.4	34*	20	10	-3
Cn1cc(C2N3CC4(C)CN2CC(C)(C3)C4=O)c2ccccc21 (stereo unspecified)	-6	-8	-9	3	9	0.6	2	19	/	14
C=C(c1ccc(OCCO)cc1)c1ccc(OCCO)cc1	-8	-4	14	3	-19	0.7	-2	22	-13	-40
CCOC(=O)/C(N=Nc1c(C)n(C)n(-c2ccccc2)c1=O)=C(/O)c1ccccc1	6	3	1	1	-6	-0.6	3	6	-8	11
CC1(C)C2CCC1(CS(=O)(=O)NCc1ccc(C(=O)O)cc1)C(=O)C2 (stereo unspecified)	-2	/	/	-2	-10	-0.4	1	23	2	15
Cc1ccc(C(=O)c2cncc(Br)c2)cc1	1	-21	-21	-1	16	7.3	-2	14	3	-43
CCn1c(CNC(=O)Cc2ccc(OC)cc2)nnc1SCC(=O)Nc1nccs1	-2	1	7	5	-23	-0.3	4	4	2	-9
COC(=O)c1cc(CNC(=O)Cc2ccsc2)ccc1OC	-4	-7	-11	0	-11	0.2	-2	9	0	8
Cc1c(C#N)c(N=CN(C)C)c(C(=O)c2ccc(Br)cc2)n1-c1ccc(Cl)cc1	-7	-7	-9	2	-26	-0.7	-2	/	-15	23
COc1c(CC=C(C)C)cc(C2CC(=O)c3c(O)cc(O)cc3O2)c(CC=C(C)C)c1O (stereo unspecified)	-1	2	5	/	/	0.0	/	18	109*	23
Cc1ccc(C)c(S(=O)(=O)N2CCC(c3nc4c(nnn4Cc4ccc5c(c4)OCCO5)c(=O)[nH]3)CC2)c1	-5	4	6	21*	13	-0.6	7	27	34	33
CC(=O)c1cccc(N(C(=O)c2cnccn2)C(C(=O)NCc2ccccc2)c2ccco2)c1 (stereo unspecified)	3	2	3	0	-17	-0.3	-1	5	-19	8
COc1ccc(CN(C(=S)Nc2ccccc2)C2CC(=O)N(c3ccccc3)C2=O)cc1 (stereo unspecified)	1	4	9	-1	-1	0.8	2	21	2	-10
CCC(C)N1CC(C(=O)O)CC1=O (stereo unspecified)	-11	21	18	-1	4	-0.3	0	2	4	1
Cc1ccc2nc3sc(C(=O)NCc4ccco4)c(N)c3cc2c1	10	52	85*	2	-30	0.9	-3	12	8	-127
Cn1cnnc1SCNC(=O)C(F)(F)F	1	2	7	4	-34	-0.2	-12	30	-3	-3
O=C(COc1ccc(S(=O)(=O)N2CCCC2)cc1)N1CCCC1	-6	-14	-11	7	-14	0.1	-3	12	-2	1
O=C(NCCC1=CCCCC1)c1ccc(Cl)c(S(=O)(=O)Nc2ccccc2)c1	6	2	13	0	-31	-0.1	-2	54	7	24
O=C(O)c1sccc1OCc1ccccc1	-3	-11	-13	-3	-50	0.1	-6	13	1	-15
O=C(c1ccc(-c2cccc(Cl)c2)o1)N1CCN(c2ccc([N+](=O)[O-])cc2)CC1	-7	8	40	0	0	0.0	1	-1	5	9
COc1cccc(/C(N)=N/OC(=O)Cc2ccccc2[N+](=O)[O-])c1	0	11	4	2	-82	3.0	-6	16	17	-77
CCOC(=O)CCC(NC(=O)c1cncc(O)c1)C(=O)OCC (stereo unspecified)	0	-9	-5	-2	-8	0.2	-2	14	6	-7
O=C1NC2=C(CCc3ccccc32)C(c2ccccc2)N1 (stereo unspecified)	-12	1	5	3	-4	2.9	5	17	4	-42
N#Cc1c2c(c(NCc3ccco3)n3c1nc1ccccc13)CCC2	/	/	/	-5	-39	/	2	5	11	/
O=C(COC(=O)c1ccccc1-c1ccccc1[N+](=O)[O-])c1ccccc1	-1	6	15	1	-11	0.2	-2	8	4	3

The list goes on.
smiles	Platelet DG rel	HSF1 inhib	HSF1 activator	HSP90 refold inh	KLF5 inh	HIF activator	IEC-6 cytotox	AI-2 QS mod	SKKanGAS inh	aSyn UTR inh
CCCCNC(=O)N1CCN(Cc2cccc(F)c2)CC1	3	11	-20	6	-11	0.1	-6	15	6	6
C=CCn1c(SCC(=O)N2CCCCC2)nnc1-c1ccncc1	12	-9	-7	0	-37	-0.1	-3	18	-3	10
O=C(O)CC(CC(=O)Nc1nncs1)c1ccccc1 (stereo unspecified)	-3	-5	2	-5	-4	-39	-4	8	9	17
CC(=O)N/N=C/c1cc(C(C)(C)C)cc(/C=N/NC(C)=O)c1O	6	-2	-1	2	21	-0.4	2	15	/	-4
COc1ccc(N2C(=O)CSC2c2ccc3c(c2)OCO3)c(OC)c1 (stereo unspecified)	-2	4	2	3	-24	-0.3	-5	20	0	-4
Cc1ccccc1NS(=O)(=O)c1nnc(NC(=O)CC(C)C)s1	-13	4	30	6	8	0.8	-5	3	-15	12

Screening results as filed in PubChem.
